OX1R antag = human HCRTR1 antagonism; CHO/OX1R cells, Fluo-8 calcium fluorescence, orexin A; inhibition, % at 5 µM; hit rate 0.43% among 330,000;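 active = inhibition above its plate's threshold, mean inhibition of all tested compounds on the plate plus 3 SD, cut at about 37% in these data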;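 note: 0% = orexin A challenge wells and 100% = SB-334867-A antagonist wells; not every result past the cut was called active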
Target sequence (O43613 whole entry, looked up): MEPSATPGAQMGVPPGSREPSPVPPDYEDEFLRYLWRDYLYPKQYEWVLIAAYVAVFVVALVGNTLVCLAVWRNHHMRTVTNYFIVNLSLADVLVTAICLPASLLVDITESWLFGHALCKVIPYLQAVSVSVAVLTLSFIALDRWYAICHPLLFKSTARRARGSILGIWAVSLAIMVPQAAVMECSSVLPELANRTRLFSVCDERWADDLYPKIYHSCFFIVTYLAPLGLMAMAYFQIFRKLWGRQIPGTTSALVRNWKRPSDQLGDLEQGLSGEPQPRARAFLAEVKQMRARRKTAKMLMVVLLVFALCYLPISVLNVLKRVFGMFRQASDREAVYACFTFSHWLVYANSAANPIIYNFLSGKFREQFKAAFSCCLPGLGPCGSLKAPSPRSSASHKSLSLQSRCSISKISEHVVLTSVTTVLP
CHT PAM = human CHT allosteric activation | CHT-expressing cells, membrane potential dye, choline EC20; active compounds read high; LV-AA mutant CHT in HEK293 cells | AID 488977 | Q9GZV3 | B-score at 10 µM | hit rate 0.49% among 310,000;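 active = initial fluorescence not abnormally high and integrated response B-score, plate-corrected, over 3 SD above library mean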
Target sequence (Q9GZV3 whole entry, looked up): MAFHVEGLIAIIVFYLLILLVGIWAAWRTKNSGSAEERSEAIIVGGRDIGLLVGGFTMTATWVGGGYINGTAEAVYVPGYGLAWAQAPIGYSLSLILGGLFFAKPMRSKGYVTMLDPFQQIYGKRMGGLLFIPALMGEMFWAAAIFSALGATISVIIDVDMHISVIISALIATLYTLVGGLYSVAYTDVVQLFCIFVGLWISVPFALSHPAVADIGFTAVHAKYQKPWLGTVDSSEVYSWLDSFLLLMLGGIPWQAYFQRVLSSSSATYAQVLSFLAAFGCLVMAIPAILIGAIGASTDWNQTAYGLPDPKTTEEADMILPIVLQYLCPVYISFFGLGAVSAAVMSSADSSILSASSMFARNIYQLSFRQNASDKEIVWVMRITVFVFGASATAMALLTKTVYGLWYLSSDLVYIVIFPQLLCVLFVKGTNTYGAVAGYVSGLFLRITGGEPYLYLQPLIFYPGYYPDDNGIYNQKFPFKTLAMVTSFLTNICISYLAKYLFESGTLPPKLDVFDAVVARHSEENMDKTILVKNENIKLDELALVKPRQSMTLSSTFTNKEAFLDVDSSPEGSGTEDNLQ
* hit, by the source's call; i = inactive; x = no result given.

nr	canonical_smiles	OX1R antag	CHT PAM
1	CC(=O)c1cccc(N(C(=O)CNC(=O)c2ccco2)C(C(=O)NC2CCCC2)c2ccc(C)o2)c1 (configuration not stated)	-19.7	i
2	CN(CCOc1ccc(Cl)cc1)C(=O)c1cc(S(=O)(=O)N2CCOCC2)ccc1N1CCCC1	-20.2	x
3	Cc1ccc(-c2[nH]c3cc(C(N)=O)ccc3c(=O)c2O)cc1	-14.9	i
4	CCOc1ccc(N(CC(=O)NCc2cccc(OC)c2)S(=O)(=O)c2c(C)noc2C)cc1	-19.3	i
5	O=c1c2cccnc2[nH]c(=S)n1CCCN1CCN(c2ccccc2F)CC1	-15.7	i
6	CCOC(=O)C(c1ccccc1)C(Nc1ccc(Cl)c(Cl)c1)c1ccccn1 (configuration not stated)	7.1	i
7	CCCC(C)NC(=O)/C=C/c1cccc([N+](=O)[O-])c1 (configuration not stated)	-5.6	i
8	CCCCNS(=O)(=O)c1cc2c3c(c1)CCN3C(=O)CC2	-23.5	i
9	O=c1cc(CO)occ1OCc1cccc(F)c1	-11.9	i
10	COc1cccc(C(=O)NNC(=O)C2CCCO2)c1 (configuration not stated)	-2.5	i
11	CCc1cccc(OCCCCNCCO)c1	6.5	i
12	Cc1cccc2cc(COC(=O)c3cccs3)c(=O)[nH]c12	-9.1	i
13	CCCCn1c(-c2cc(Cl)ccc2OC)n[nH]c1=S	-16.6	i
14	CC(C)Oc1ccccc1C1Nc2ccccc2C(=O)N1c1ccc2c(c1)OCCO2 (configuration not stated)	-10.2	i
15	O=S(=O)(c1cccc(Cn2nnc(-c3ccc(F)cc3)n2)c1)N1CCOCC1	4.8	i
16	C/C(=N/O)c1c(O)c(C)c(-c2ccccc2)n(-c2ccccc2)c1=O	-25.6	i
17	Cc1cc(Cl)ccc1NC(=O)CN1CCC(C(O)(c2ccccc2)c2ccccc2)CC1	-20.5	i
18	C#CCNC(=O)C1=C[C@H](C2CCCCC2)C[C@H](OCc2ccc(CO)cc2)O1	-12.6	i
19	O=C(CNC(=O)c1cccc(F)c1)N/N=C/c1ccc(O)c([N+](=O)[O-])c1	3.9	i
20	O=C(CCCSc1nc2ccccc2[nH]1)NC(c1ccccc1)c1ccccc1	-18.4	i
21	CC(C)CC(CO)N1CCN(C(=O)c2cccc(Cl)c2)CCC1=O (configuration not stated)	2.5	i
22	O=C(O)c1cccc(S(=O)(=O)NCCC(c2ccccc2)c2ccccc2)c1	1.0	i
23	Cc1nc(SCC(=O)Nc2cc(C)on2)c2c(=O)n(C)c(=O)n(C)c2n1	-23.4	i
24	O=c1ccc2ccc(O[C@@H]3O[C@H](CO)[C@@H](O)[C@H](O)[C@H]3O)c(O)c2o1	21.3	x
25	CCCCNC(=O)CN1C(=O)NC2NC(=O)NC21 (configuration not stated)	-3.2	i
26	CC(OC(=O)c1snc(C(=O)NC2CCCCC2)c1N)C(=O)NC(C)(C)C (configuration not stated)	-12.8	i
27	CC(OC(=O)C1=COCCO1)C(=O)Nc1ccc(Oc2ccccc2)cc1 (configuration not stated)	11.0	i
28	CC(=NCCc1ccccc1)C1=C(O)CSC1=O	-22.8	i
29	Cc1cc(C(F)(F)F)nn1CC(=O)Nc1cccnc1	-19.6	i
30	Cc1ccc(NC(=O)c2ccc(OCC3CCCO3)cc2)cc1 (configuration not stated)	-12.0	i
31	COC/C=C/C1=CC2=CC(=O)C(C)(OC(=O)c3cnc4ccccc4n3)C(=O)C2=CN1CC1CC1 (configuration not stated)	-8.0	i
32	NNC(=O)c1nnn(-c2nonc2N)c1CN1CCc2ccccc2C1	-40.9	i
33	CC(=O)COc1ccccc1OC(=O)c1ccco1	0.5	i
34	N#Cc1ccc(-n2nnc3ccccc3c2=O)c([N+](=O)[O-])c1	-2.1	i
35	CON(C)S(=O)(=O)c1cccc(C(=O)N(CC(=O)Nc2ccccc2C(F)(F)F)Cc2ccco2)c1	-10.1	x
36	C[C@H]1CCC(=O)N([C@H](CN=[N+]=[N-])Cc2ccccc2)CC1	-3.3	i
37	Cc1cc(SCC(=O)OCC(=O)N(CCC#N)c2ccccc2)nc2ccccc12	-18.9	i
38	CC1CCN(C(=S)NC(=O)c2ccc(F)cc2)CC1	-19.1	x
39	CC1CCCC(NCC(O)COC(c2ccc(F)cc2)c2ccc(F)cc2)C1C (configuration not stated)	-5.8	i
40	O=C(CN1CCOCC1)Nc1nc(-c2ccc3c(c2)CCN3S(=O)(=O)c2ccccc2)cs1	14.7	i

Rewritten with values under each structure: entries from further up.
Sequence of screens – OX1R antag, CHT PAM
#27 CC(OC(=O)C1=COCCO1)C(=O)Nc1ccc(Oc2ccccc2)cc1 (configuration not stated)
 : 11.0, i
#21 CC(C)CC(CO)N1CCN(C(=O)c2cccc(Cl)c2)CCC1=O (configuration not stated)
 : 2.5, i
#33 CC(=O)COc1ccccc1OC(=O)c1ccco1
 : 0.5, i

(continued)
nr	canonical_smiles	OX1R antag	CHT PAM
41	CC(=NNC(=O)COc1cccc(C)c1)c1cccnc1	3.4	x
42	Cc1ccc(C(=O)Nc2ccon2)cc1S(=O)(=O)N1CCCC1	-20.4	i
43	CC(Oc1cccc(Cl)c1)C(=O)Nc1ccc(S(=O)(=O)NC2=NCCCCC2)cc1 (configuration not stated)	6.7	i
44	O=c1c(-c2c(O)cc(O)c3c2O[C@H](c2ccc(O)cc2)CC3)c(-c2ccc(O)cc2)oc2cc(O)cc(O)c12	20.9	x
45	Cc1cccc(OCc2nnc(SCC(=O)N3CCN(C(=O)c4ccco4)CC3)n2C)c1C	-31.4	i
46	CC1=CCC2C(=O)N(c3ccc(C(=O)N4CCCCCC4)cc3)C(=O)C2C1 (configuration not stated)	-32.1	i
47	CCN(CC(=O)Nc1ccc(NC(C)=O)cc1)Cc1c(O)ccc2cc(Br)ccc12	-6.0	i
48	O=C(O)c1ccccc1NCCO	-9.5	i
49	Cc1ccc(NC(=O)NNC(=O)c2ccc3c(c2)NC(=O)C(C)(C)O3)cc1	-16.6	i
50	CCn1c(O)c(C=Nc2ccccc2)n(-c2ccccc2)c1=S	-6.4	i
51	COc1cccc(NC(=O)CN2C(=O)COc3ccc(S(=O)(=O)N4CCOCC4)cc32)c1	-29.9	i
52	COc1cccc(NC(=O)C2CCN(S(C)(=O)=O)CC2)c1	5.3	i
53	Cc1ccc(C(=O)n2c(-c3ccccc3)cnc2SCC(=O)Nc2ccc(C)cc2C)cc1	-16.0	i
54	CCN(CC)c1ccc(/C=N/NC(=O)CNC(=O)c2ccc3c(c2)OCCO3)cc1	-12.1	i
55	CN(C)C(=O)OCc1c(-c2ccccc2)ncc2ccccc12	-13.3	x
56	CC1=C(C)CC2C(C1)C(=O)c1ccc(Br)cc1S2(=O)=O (configuration not stated)	-32.0	x
57	O=c1ccc(-c2ccc(S(=O)(=O)NCC3CCN(Cc4cccc(F)c4)CC3)s2)n[nH]1	-47.9	i
58	COc1ccccc1S(=O)(=O)Cc1ccc(C(=O)N2CCN(c3ccc(C)cc3)C(C)C2)o1 (configuration not stated)	-40.9	i
59	Cc1[nH]cnc1CSCc1ccc(F)cc1	-5.2	i
60	COc1ccc(C(=O)NCCc2nnc(SCC(=O)Nc3ccccc3)n2C)cc1	-16.8	i
61	CCn1c(=O)c(C(=O)NNS(=O)(=O)c2ccc(Br)cc2)c(O)c2ccccc21	-25.4	i
62	CCCc1nc(NC(C)=O)c(C#N)c(-c2ccco2)c1CC	-10.6	i
63	CCOc1ccccc1NC(=O)Cn1cnc2c(nnn2-c2cccc(OC)c2)c1=O	-8.2	i
64	CCN(CC)CCOC(=O)C(Cc1ccco1)Cc1cccc2ccccc12 (configuration not stated)	-29.4	i
65	COc1ccc(/C=N/NC(=O)Nc2cccc3nsnc23)c(OC)c1	-11.1	i
66	O=C(NCC1OCCc2ccccc21)c1ccco1 (configuration not stated)	-18.7	i
67	CC(C)Oc1ccc(Br)cc1C(=O)N/N=C/c1c[nH]c2ccccc12	-4.4	i
68	Cc1ccc(C(=O)OCC(=O)NCc2cccs2)cc1C	-15.6	i
69	COC(=O)c1sccc1NC(=O)Nc1cc(OC)ccc1OC	x	i
70	NC(=O)CC(NC(=O)Cc1ccc(Cl)cc1)c1ccc(NCCCN2CCCC2=O)c([N+](=O)[O-])c1 (configuration not stated)	-12.1	i
71	Cn1cnc2c1c(=O)[nH]c(=O)n2C	-9.1	i
72	COc1cccc(-c2nnc(SCC3CNC(=O)O3)n2-c2ccc(Cl)cc2)c1 (configuration not stated)	-15.3	i
73	Cc1cccc(NC(=O)COC(=O)c2cccc(S(=O)(=O)N3CCCCCC3)c2)c1	16.9	x
74	CCOC(=O)CN(C(=O)Cn1nnc2ccccc21)C(C(=O)NCCOC)c1ccccc1 (configuration not stated)	-11.3	i
75	CC(C)CC1NC(=O)N(CC(=O)Nc2cc(S(=O)(=O)N3CCOCC3)ccc2Cl)C1=O (configuration not stated)	-15.3	x
76	Cc1cc(C)c(S(N)(=O)=O)c(C)c1N(C)S(=O)(=O)c1ccc(Cl)cc1	-30.7	i
77	C[C@H](NC(=O)c1cc2cc(Cl)ccc2n1C)C(=O)N1CCC(C(=O)O)CC1	x	i
78	CC(=O)Nc1ccc(S(=O)(=O)N2CCC(C(=O)NCc3ccncc3)CC2)cc1	-11.2	i
79	Cc1ccccc1Nc1nc(CSc2nnnn2-c2ccccc2)cs1	-13.4	i
80	C[C@H](CO)N1C[C@H](C)[C@@H](CN(C)S(=O)(=O)c2cccs2)Oc2ccc(NS(=O)(=O)c3ccc(F)cc3)cc2C1=O	-11.5	x
81	CC(=O)N1N=C(c2ccccc2O)OC1(C)CC(=O)Nc1ccccc1 (configuration not stated)	-8.6	i
82	O=C(COC(=O)CCC(=O)c1cccs1)Nc1cccc(S(=O)(=O)N2CCOCC2)c1	-10.8	i
83	COc1ccc(Sc2ccccc2CN(C)C)cc1OC	-6.4	i
84	CN(C1CCCCC1)S(=O)(=O)c1ccc(Cl)c(C(=O)O)c1	-12.8	i
85	O=C(COC(=O)c1ccc(OC(F)F)cc1)NCCC1=CCCCC1	-7.5	x
86	O=C1CN(C(=O)NCC(=O)N[C@@H](Cc2ccccc2)C(=O)O)c2ccccc2N1	0.1	i
87	O=C(COC(=O)c1cc([N+](=O)[O-])ccc1Cl)NC1CCCC1	-4.2	i
88	Nc1cc(C(=O)OCC(=O)NC(c2ccccc2)c2ccccc2)ccc1Cl	-7.9	i
89	COc1ccc(C)cc1NC(=O)COC(C)=O	-5.8	i
90	COCCN(C(=O)Nc1ccccc1)c1ccccc1	-6.4	i
91	CCCCCCSc1ccc([C@@H]2[C@@H]3C(=O)N(CC)C(=O)[C@@H]3[C@]3(C(=O)OC)CCCCN23)cc1	-8.1	x
92	O=C(CSc1nnc2ncccn12)N1CCCCCC1	8.5	i
93	Cc1nc(CN2CCC(c3ccccc3)CC2)cc(=O)[nH]1	-6.2	i
94	COc1ccc2c(c1)CCc1c(C(=O)Nc3c(C)nn(Cc4ccccc4)c3C)noc1-2	5.4	i
95	Cc1cc(N2CCCC2=O)cc(C)c1S(=O)(=O)Nc1c(C)nn(C)c1C	-19.9	i
96	O=C(CCC(=O)Nc1ccc(Cl)cc1Cl)NNC(=O)[C@@H]1CCCC[C@@H]1C(=O)O	-17.9	i
97	CC(CCc1ccccc1)NC(=O)C1CCN(S(=O)(=O)N2CCOCC2)CC1 (configuration not stated)	-11.6	i
98	O=C(NCc1ccco1)c1ccc(COCC(F)(F)C(F)F)cc1	-1.1	i
99	Oc1ccc(N=Nc2ccc3c(c2)OCCO3)c2ncccc12	50.5*	i
100	COc1ccc(/C=C2\SC(=S)N(CCCC(=O)Nc3ccc(O)cc3)C2=O)cc1	-13.3	i

The list continues.
nr	canonical_smiles	OX1R antag	CHT PAM
101	Cc1cccc(CSc2ncnc3ccccc23)c1	-26.9	i
102	O=C(N/N=C/c1nn(-c2ccccc2)cc1-c1ccccc1)c1ccncc1	-11.4	i
103	COc1cccc(C(=O)Nc2nc3c(s2)CN(C)CC3)c1	-25.3	i
104	COc1ccc(CCNC(=O)CSc2nc3[nH]c(=O)cc(O)c3s2)cc1	9.2	x
105	CCC(=O)NC(=S)Nc1ccc2oc(-c3ccc(OC)cc3)nc2c1	-10.8	i
106	COc1ccccc1OCCCOc1ccc(C)cc1Br	-24.5	i
107	Cc1ccccc1C(=O)N1CCC(C(=O)O)CC1	-10.2	i
108	Cc1c(NC(=O)c2cccc(NC(=O)COc3ccccc3)c2)c(=O)n(-c2ccccc2)n1C	-4.2	x
109	CC(C)(C)C1(C)OC(=O)C(=Cc2ccc(OCC(=O)Nc3ccccc3)cc2)C(=O)O1 (configuration not stated)	10.7	i
110	Cc1ccc2c(c1)N(C(=O)CCC(=O)NCc1cccnc1)CC(C)O2 (configuration not stated)	-18.6	i
111	CCOC(=O)c1cn(Cc2ccc(Cl)cc2Cl)c2cc(C)nn2c1=O	-25.3	i
112	CC(=O)Nc1sc2c(c1-c1nc3ccccc3s1)CN(C(C)C)CC2	-1.9	x
113	CC(C)NC(=S)NC(=O)c1ccc(Cl)cc1Cl	-32.2	i
114	COc1ccccc1CNCC(=O)Nc1cc(S(=O)(=O)N2CCCCCC2)ccc1Cl	-33.8	i
115	O=C(CSc1nnc(Cc2cccs2)n1-c1ccccc1)NCc1ccc2c(c1)OCO2	-37.0	i
116	COCCn1c(=O)c2c(nc3n2CCCN3Cc2ccccc2)n(C)c1=O	-10.5	i
117	CCC(=O)n1nc(-c2ccc(OC)cc2)nc1N	-57.9	i
118	COc1cccc(C(=O)N(c2ccccc2)C2C=CS(=O)(=O)C2)c1 (configuration not stated)	-4.5	i
119	COc1ccc(Cl)cc1-c1nc(-c2ccncc2)no1	-27.1	i

From PubChem BioAssay

Rows are unselected, and some 0.83% of all compounds hit somewhere here.
